# RECQ1 inh: qHTS Assay for Inhibitors of RecQ-Like Dna Helicase 1 (RECQ1); ATP-dependent DNA helicase Q1 (Homo sapiens), P46063; RECQ1 DNA unwinding, red fluorescence kinetic read; Potency, µM (top dose mostly 57.3 µM), for inactives: at the highest dose activity, negative = inhibition, hits mostly inhibitors; 240,000 tested, 0.54% active; AID 2549, 2010;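 note: plate controls were vehicle for no effect and no enzyme for full effect; nearly all actives have a fitted effect of over 30% in size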
#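 RECQ1T1 50 nM; forked duplex (20 bp + 30-nt ss tails) 200 nM, ATP 2 mM final; pH 8.0, 2 mM MgCl2, 2.5 ug/ml poly(dI-dC); 15 min compound preincubation; discontinuous kinetic read over 2 h at RT.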
# TRb SRC2 PPI: qHTS for Inhibitors of the Interaction of Thyroid Hormone Receptor and Steroid Receptor Coregulator 2; TRbeta-SRC2 peptide binding, fluorescence polarization; receptor liganded with 1 µM T3; Potency, µM (doses to about 106 µM), inactives show at the top dose activity change, negative = inhibition, most hits filed as inhibitors; 280,000 tested, 0.065% active; Thyroid hormone receptor beta (Homo sapiens), P10828;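 note: plate controls were bound peptide for no effect and peptide without receptor for full effect; nearly all actives have a fitted effect of over 50% in size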
# Target sequence (P10828 whole entry, looked up): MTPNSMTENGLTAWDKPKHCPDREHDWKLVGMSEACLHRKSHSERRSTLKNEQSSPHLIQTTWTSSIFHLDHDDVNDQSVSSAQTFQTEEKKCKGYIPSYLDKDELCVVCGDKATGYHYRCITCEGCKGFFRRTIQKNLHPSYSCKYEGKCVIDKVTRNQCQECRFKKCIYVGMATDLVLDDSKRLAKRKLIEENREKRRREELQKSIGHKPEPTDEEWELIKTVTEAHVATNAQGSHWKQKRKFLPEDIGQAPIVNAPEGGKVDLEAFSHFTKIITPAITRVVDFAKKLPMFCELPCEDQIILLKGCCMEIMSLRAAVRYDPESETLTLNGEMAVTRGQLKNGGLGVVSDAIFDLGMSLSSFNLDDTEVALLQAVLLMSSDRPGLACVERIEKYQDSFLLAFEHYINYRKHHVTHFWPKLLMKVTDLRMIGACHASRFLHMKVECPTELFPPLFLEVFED
#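 Quantitative HTS by FP: 0.6 uM TRb LBD, 20 nM labeled SRC2 20-mer, 1 uM T3, 5% DMSO; 5 hr ambient incubation; % activity per concentration and potencies from concentration series.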
# GAA glycogen: qHTS Assay for Inhibitors and Activators of Human alpha-Glucosidase Cleavage of Glycogen | Lysosomal alpha-glucosidase (Homo sapiens), P10253 | recombinant GAA, glycogen substrate, Amplex Red glucose oxidase fluorescence | Potency, µM (titrated, usually from 76.4 µM), without a hit: at the top dose activity change, negative = inhibition, hits mostly inhibitors | 300,000 tested, 0.38% active | AID 2100, 2009;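 note: 0% = full enzyme reaction and -100% = no-enzyme basal signal; the screen sought inhibitors and activators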
#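 Natural-substrate format: glycogen cleavage by 4 nM human enzyme, glucose read by Amplex Red coupling (Ex 573, Em 610 nm). Normalized to enzyme and no-enzyme controls.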
# GAA inhib: qHTS Assay for Inhibitors of Human alpha-Glucosidase as a Potential Chaperone Treatment of Pompe Disease; Lysosomal alpha-glucosidase (Homo sapiens), P10253; purified human GAA, 4-MU-alpha-glucoside fluorescence; Potency, µM (top dose mostly 76.9 µM), for inactives: at the highest dose activity change, negative = inhibition, usual class: inhibitors; 200,000 tested, 0.005% active;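 note: plate controls were uninhibited enzyme wells for no effect and no-enzyme background for full effect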
#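 Fluorescence at Ex 365/Em 440 nm from 4-methylumbelliferone reported enzyme activity after 20 min at room temperature. Reactions used 4 nM enzyme and 400 uM substrate at pH 5.0; curves fitted with the Hill equation.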
# TR SRC2 fluor cs: Total Fluorescence Counterscreen for Inhibitors of the Interaction of Thyroid Hormone Receptor and Steroid Receptor Coregulator 2. AID 1479, 2009. TRb/SRC2 Texas Red total fluorescence interference. Potency, µM (titrated, usually from 106 µM), for inactives: at the highest dose fluorescence change, negative = quenching. 280,000 tested, 0.29% active; active = well fitted curve in either direction with a large enough effect; inconclusive = small, poorly fitted or top-dose-only effect
#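 Human TRb ligand-binding domain at 0.6 uM with 20 nM Texas Red SRC2 peptide in Tris buffer containing 1 uM T3 and 5% DMSO, incubated with compound 5 h at ambient temperature. Total fluorescence (555/632 nm) calculated as parallel + 2 × perpendicular.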
# aGlu spleen mod: qHTS Assay for Inhibitors and Activators of Human alpha-Glucosidase From Spleen Homogenate. human spleen homogenate, 4-MU-alpha-glucoside fluorescence. AID 2112, 2009. Potency, µM (highest dose often 79.9 µM), for the others: at the top dose activity change, negative = inhibition, hits mostly inhibitors. 240,000 tested, 0.006% active. Lysosomal alpha-glucosidase (Homo sapiens), P10253;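 note: 0% = enzyme with vehicle and -100% = no enzyme basal signal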
#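 Compounds were titrated against alpha-glucosidase in spleen homogenate at pH 5.0, with 1 mM 4-methylumbelliferyl substrate for 40 min at 37 C. Reactions were quenched with pH 10 NaOH/glycine and fluorescence measured.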
# L3MBTL1 inh: qHTS Assay for the Inhibitors of L3MBTL1 | Potency, µM (top dose mostly 57.1 µM), for the others: at the top dose activity, negative = inhibition, hits mostly inhibitors | Lethal(3)malignant brain tumor-like protein 1 (Homo sapiens), Q9Y468 | AlphaScreen L3MBTL1–H3K9me1 peptide binding | 230,000 tested, 0.66% active; note: nearly all actives have a fitted effect of over 60% in size
#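 First, the protein-peptide complex forms for 30 min at room temperature (L3MBTL1 50 nM, biotinylated H3K9me1 peptide 75 nM). Next, compounds are pin-transferred and incubated 30 min. Finally, AlphaScreen beads are added and read after 30 min.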
# RGS12 GoLoco inh: qHTS Assay for Inhibitors of RGS12 GoLoco Motif Activity (Red Fluorophore); Guanine nucleotide-binding protein G(i) subunit alpha-1 (Homo sapiens), P63096; Gai1:RGS12 GoLoco peptide FP, rhodamine, 10 min; Potency, µM (doses to about 61.6 µM), for inactives: top-dose activity, negative = inhibition, most hits filed as inhibitors; 230,000 tested, 0.44% active; AID 880, 2007; active = well fitted inhibition curve with a large enough effect, not every such curve was filed as active; inactive = no such curve, though single readings can be large or run the other way; note: nearly all actives have a fitted effect of over 30% in size; many of its hits are not listed in these tables
# Target sequence (P63096 whole entry, looked up): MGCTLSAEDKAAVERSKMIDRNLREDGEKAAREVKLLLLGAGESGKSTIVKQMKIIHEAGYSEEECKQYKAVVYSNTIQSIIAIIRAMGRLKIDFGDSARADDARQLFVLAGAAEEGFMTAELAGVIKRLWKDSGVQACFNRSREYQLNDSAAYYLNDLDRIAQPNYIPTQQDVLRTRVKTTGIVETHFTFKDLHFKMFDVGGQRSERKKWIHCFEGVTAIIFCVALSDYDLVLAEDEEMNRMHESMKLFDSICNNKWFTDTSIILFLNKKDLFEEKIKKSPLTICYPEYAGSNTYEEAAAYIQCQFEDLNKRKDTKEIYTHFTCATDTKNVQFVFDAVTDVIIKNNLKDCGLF
# An asterisk follows results filed as active; i = inactive; ? = inconclusive; / = no result given; & = joins results of further samples; [ ] = dose if it differs, or a comment. Unless noted, calls come from the whole dose curve; as a rule, active = well fitted curve in the direction sought with a large enough effect; inconclusive = small, poorly fitted or top-dose-only effect, or another doubt; inactive = no such curve, though single readings can be large; an effect the other way counts as inactive or inconclusive. Unless noted, % is set by controls: 0 for no effect and ±100 for the full control effect; potency is the fitted concentration of half-maximal effect. An excerpt; the hit share may differ from the screen's.
Compound,RECQ1 inh,TRb SRC2 PPI,GAA glycogen,GAA inhib,TR SRC2 fluor cs,aGlu spleen mod,L3MBTL1 inh,RGS12 GoLoco inh
CCn1c(=O)cc(OCC(=O)N2CCCC2)c2ccccc21,-2%,-4%,0%,-1%,0%,2%,/,10%
O=c1c2ccccc2nc(SCCN2CCCCC2)n1CCc1ccccc1,i,-5%,0%,?,-3%,2%,0%,10%
CCC1CCCCN1C(=O)CSc1nnc(CNC(=O)c2ccco2)o1 (stereo unspecified),-7%,0%,-1%,-3%,-1%,-2%,/,-13%
CC1=NN(c2ccc(Cl)c(C(=O)O)c2)C(=O)/C1=C\c1ccc(-c2ccc(C(=O)O)cc2)o1,?,-17%,-4%,-8%,?,-2%,/,-4%
Cn1c(SCc2c(F)cccc2Cl)nc2c(c1=O)SCC2,i,4%,-21%,?,-2%,7%,?,7%
CCOc1cccc(/C(O)=C2/C(=O)C(=O)N(CCN3CCOCC3)C2c2ccncc2)c1 (stereo unspecified),i,0%,-4%,-4%,-5%,3%,11%,-5%
CC1(C)CC(=O)C2=C(C1)Nc1ccccc1NC2c1cccs1 (stereo unspecified),i,4%,-13%,0%,-2%,2%,4%,3%
N#Cc1ccc(CSc2nnc(-c3ccccn3)n2-c2ccccc2)cc1,-1%,-1%,-10%,-5%,0%,-14%,-10%,-5%
COC(=O)C/C=C\[C@@H](C)[C@@H](/C=N\OC[C@@H](C)[C@H](OCc1ccccc1)C(C)C)NS(=O)(=O)c1ccc(C)cc1,i[11.5 µM],1%[11.2 µM],/,/,2%[11.2 µM],-2%[17.4 µM],/,/
COc1cccc(C(=O)NCc2nnc(SCC(=O)Nc3nccs3)n2-c2cccc(C)c2)c1,-1%,-13%,4%,-3%,-2%,-3%,7%,1%
C=C1C[C@H](OC(=O)C(C)(O)CCl)C2C(=C)C(=O)O[C@@H]2C2C1C[C@H](O)[C@]2(O)CCl (stereo partly specified),-11%,3%,/,/,-1%,4%,/,-3%
O=C(O)CCc1ccc(-c2cccs2)n1NC(=O)c1cccs1,i,4%,6%,-4%,-4%,6%,-10%,16%
O=C(/C=C/c1ccccc1)NCC(=O)N/N=C/c1ccccc1[N+](=O)[O-],1%,2%,4%,-3%,0%,-19%,/,0%
CCOC(=O)c1ccc(N2C(=O)c3n[nH]c(C)c3C2c2cccnc2)cc1 (stereo unspecified),-1%,4%,11%,-8%,0%,-2%,0%,/
O=C(CN1CCN(c2ccccn2)CC1)Nc1ccc(Cl)c(C(F)(F)F)c1,-9%,-20%,-8%,-6%,0%,?,-1%,2%
COc1ccc(N(Cc2cc3cc(OC)ccc3[nH]c2=O)C(=O)c2cccnc2)cc1,-4%,10%,-8%,0%,-1%,2%,2%,/
CC(C)CC(=O)Nc1ccccc1-c1nnn(CC(=O)N2CCc3ccccc3C2)n1,-6%,-2%,2%,-2%,1%,-11%,4%,3%
COc1ccc2nc(SCC(=O)N3CCCCCC3)c(C#N)cc2c1,14%,-17%,-1%,1%,-1%,-19%,4%,14%
CCN(CCNC(=O)c1ccc2nc(-c3ccccc3NC(C)=O)c(=O)[nH]c2c1)c1ccccc1,-2%,-6%,24%,-3%,-5%,6%,/,-2%
O=C(Nc1ccc(N2CCCC2)cc1)c1cccc(F)c1,3%,-3%,-6%,-1%,0%,-10%,-11%,-3%
Cc1ccc2cc(CCNC(=O)CC(C)C)c(=O)[nH]c2c1,4%,-4%,-3%,1%,-2%,-12%,3%,3%
O=C(CSc1nnc(NCc2ccccc2)s1)c1ccco1,-13%,0%,-13%,2%,1%,2%,0%,9%
Cn1ncc2cc(NC(N)=S)ccc21,5%,1%,-5%,1%,-3%,/,14%,3%
COc1ccc(OC)c(/C=C2/Sc3ccccc3C2=O)c1,-5%,6%[53 µM],-11%,-5%,-2%[53 µM],3%,23%,141%[activator]
N#CN(Cc1ccccc1)Cc1ccccc1,16%,13%,/,4%,-2%,7%,1%,-16%
CC(C)C[C@H](NC(=O)c1nc[nH]c1C(=O)N1CCN(C(=O)OC(C)(C)C)CC1)C(=O)OC(C)(C)C,-11%,-1%,9%,/,0%,-3%,1%,-8%
COc1ccc(/C=C(\NC(=O)c2ccc(OCC(C)C)cc2)C(=O)OCc2ccco2)cc1,?,1%,2%,-1%,-1%,-4%,-6%,4%
CN(C)CCO[C@@H](c1ccc(Cl)cc1)c1ccccn1,5%[25.9 µM],3%[53 µM],0%[76.3 µM],/,-3%[53 µM],5%[29.1 µM],-14%,5%[21.6 µM]
O=C(OCc1nnc(-c2ccccc2)o1)C1CCN(S(=O)(=O)c2cccs2)CC1,-7%,-2%,-7%,0%,-4%,-6%,/,-9%
O=C(NC1CCCCCC1)c1cccc(N2CCCC2=O)c1,-7%,1%,-1%,-1%,0%,-2%,29%,-5%
O=C(c1ccco1)N1CCN=C1SCc1c(F)cccc1Cl,-5%,1%,-3%,-4%,-4%,9%,-5%,8%
CC1=C(C(=O)OCc2ccccc2)C(c2cccc([N+](=O)[O-])c2)NC(=O)N1CCCCCC(=O)O (stereo unspecified),-1%&-3%,-13%&-1%,1%,0%,0%&-6%,-1%&2%,8%,6%&-6%
CCCC1(C(=O)OCC)NC(c2ccc(N(C)C)cc2)C2C(=O)N(c3ccc(OCC)cc3)C(=O)C21 (stereo unspecified),-8%,-13%,-29%,-10%,-1%,5%,-3%,/
CS(=O)(=O)N(Cc1ccccc1)c1ccc(C(=O)NCC2CCCO2)cc1 (stereo unspecified),i,-17%,-5%,4%,3%,-1%,/,-10%
O=c1cccc(-c2ccccc2)[nH]1,-5%,-2%,2%,-6%,3%,9%,4%,2%
O=C(CN1CCC(O)(c2cccc(F)c2)CC1)NCCc1c[nH]c2ccccc12,-2%,0%,6%,/,-1%,-2%,/,-4%
Oc1ccc(C=Nc2cccc3ncccc23)c(O)c1,-6%,-14%,-14%,-9%,2%,-11%,-8%,-3%
CCOC(=O)c1cc2n(c1C)-c1ccccc1C2=O,i,6%,-10%,-4%,2%,-3%,7%,4%
O=C(O)c1cc(-c2ccc(O)cc2)nc2ccccc12,i,2%,-3%,1%,1%,2%,/,0%
CCCn1c2c(c(O)c(C(=O)Nc3ncccc3C)c1=O)CCCC2,-13%,-4%,-6%,?,0%,3%,-1%,/

# Whole records, quoted from the list:
# `CS(=O)(=O)N(Cc1ccccc1)c1ccc(C(=O)NCC2CCCO2)cc1` (stereo unspecified) in the list: RECQ1 inh: i; TRb SRC2 PPI: -17%; GAA glycogen: -5%; GAA inhib: 4%; TR SRC2 fluor cs: 3%; aGlu spleen mod: -1%; L3MBTL1 inh: /; RGS12 GoLoco inh: -10%
# `O=C(O)c1cc(-c2ccc(O)cc2)nc2ccccc12` in the list: RECQ1 inh: i; TRb SRC2 PPI: 2%; GAA glycogen: -3%; GAA inhib: 1%; TR SRC2 fluor cs: 1%; aGlu spleen mod: 2%; L3MBTL1 inh: /; RGS12 GoLoco inh: 0%

# More structures follow.
Compound,RECQ1 inh,TRb SRC2 PPI,GAA glycogen,GAA inhib,TR SRC2 fluor cs,aGlu spleen mod,L3MBTL1 inh,RGS12 GoLoco inh
CC(C)CC1NC(=O)N(CCCCN2C(=O)c3ccccc3C2=O)C1=O (stereo unspecified),0%,3%,0%,-2%,-1%,-13%,/,4%
O=C1CCCN1CCCNC(=S)Nc1ccc(Cl)cc1Cl,-7%,-2%,3%,-8%,-1%,-2%,4%,4%
O=P(CCO)(c1ccccc1)c1ccccc1,i,-1%,1%,?,3%,2%,-1%,10%
CCc1ccccc1N(C(C)=O)c1nc(CN=C=S)cs1,i,0%,4%,6%,-2%,3%,8%,0%
O=C(CSc1nc2ccccc2s1)NC1CCS(=O)(=O)C1 (stereo unspecified),3%,7%,1%,-11%,3%,1%,/,5%
CCS(=O)(=O)N1CCC(C(=O)N2CCOCC2)CC1,-14%,-27%,8%,3%,0%,2%,1%,1%
COc1cc2nc(CN(C)Cc3nc4ccccc4c(=O)[nH]3)[nH]c(=O)c2cc1OC,i,-9%,15%,-1%,-7%,-5%,/,-30%
CC(C)C(=O)Nc1ccnc(-c2cccnc2)n1,-1%,0%,3%,-6%,0%,-10%,9%,-1%
CCCCCCCCCCCCCCCCCC(=O)OCC(C)O (stereo unspecified),-4%,9%,/,/,-6%,3%,/,26%
Cc1cc(=O)[nH]c(SCn2nnc3ccccc3c2=O)n1,-5%,-10%,8%,-5%,-1%,0%,4%,9%
Cc1ccc2c(c1)N(CC(=O)N(Cc1ccccn1)Cc1ccco1)C(=O)C(C(C)C)O2 (stereo unspecified),-14%,4%,-12%,-9%,0%,-7%,-9%,7%
COC(=O)C1C(c2ccccc2)C(C(=O)OCc2ccco2)C1c1ccccc1 (stereo unspecified),i,-2%,-7%,-5%,-4%,-4%,8%,-8%
Cc1cc2ccccc2c(=O)n1CC(=O)NCC(=O)N1CCCC1,1%,-3%,5%,0%,0%,-4%,4%,-5%
CC(=O)CC1(OC(C)=O)C(=O)N(C)c2ccccc21 (stereo unspecified),i,-6%,3%,4%,-2%,9%,2%,1%
NC(=O)CN(c1ccc(Cl)cc1)S(=O)(=O)c1ccccc1,4%,-3%,5%,-1%,-6%,3%,-1%,5%

# Assay outcomes deposited in PubChem BioAssay by National Center for Advancing Translational Sciences (NCATS).
